GLP-1R inv ag = qHTS of GLP-1 Receptor Inverse Agonists (Inhibition Mode); HEK293 GLP-1R CRE-luciferase, luminescence, 24 h; GLP-1R form is constitutively active; actives 1.6% (n = 410,000); Potency, µM (titrated, usually from 38.3 µM), for the others: at the top dose activity change, negative = inhibition, hits mostly inhibitors; AID 624417, 2012; Glucagon-like peptide 1 receptor (Homo sapiens), P43220; further: potency means the concentration at half of the fitted maximal effect; on the % scale 0 is the no-effect control and ±100 the full control effect; nearly all actives have a fitted effect of over 55% in size
Target sequence (P43220 whole entry, looked up): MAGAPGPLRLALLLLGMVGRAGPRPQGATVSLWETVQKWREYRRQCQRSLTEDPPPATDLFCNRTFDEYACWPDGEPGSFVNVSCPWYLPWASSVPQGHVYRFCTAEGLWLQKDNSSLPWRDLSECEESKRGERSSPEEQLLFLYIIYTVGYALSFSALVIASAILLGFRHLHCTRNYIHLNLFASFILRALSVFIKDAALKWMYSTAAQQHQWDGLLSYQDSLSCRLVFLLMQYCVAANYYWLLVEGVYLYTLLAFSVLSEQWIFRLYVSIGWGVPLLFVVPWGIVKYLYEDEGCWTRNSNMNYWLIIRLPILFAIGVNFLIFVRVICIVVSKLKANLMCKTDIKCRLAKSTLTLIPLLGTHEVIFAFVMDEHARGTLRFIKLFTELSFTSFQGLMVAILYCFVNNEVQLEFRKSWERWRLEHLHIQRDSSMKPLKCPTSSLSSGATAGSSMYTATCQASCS
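Assay principle: reduced luminescence from a cAMP-responsive reporter in HEK293 cells co-expressing a constitutively active GLP-1R. Conditions: 24 hr compound incubation, 37 deg C, 5% CO2.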
TDP43 rescue = qHTS of TDP-43 Inhibitors; TDP-43 expressing yeast growth rescue, BacTiter-Glo, 24 h; Potency, µM (top dose mostly 46.1 µM), inactives show at the highest dose growth rescue (activation), most hits filed as activators; actives 1.8% (n = 410,000); further: potency means the concentration at half of the fitted maximal effect; % of control where 0% means no effect; nearly all actives have a fitted effect of over 50% in size
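Galactose-induced TDP-43 yeast, OD600=0.02, compound pinned; 24 hr, 30 deg C; BacTiter-Glo luminescence for growth. Inhibitors of TDP-43 toxicity read as activators.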
D3 antag = qHTS of D3 Dopamine Receptor Antagonist: qHTS; D3R cells, DiscoveRx beta-arrestin luminescence, antagonist mode; active compounds read low; D(3) dopamine receptor (Homo sapiens), P35462; actives 2.5% (n = 360,000); AID 652054, 2013; max response, negative = inhibition, %; in the data active means max response below about -50%; inconclusive means no clear call, values can overlap the other calls; further: on the % scale 0 is the no-effect control and ±100 the full control effect; mostly tested at two doses, the higher about 12 µM
Target sequence (P35462 whole entry, looked up): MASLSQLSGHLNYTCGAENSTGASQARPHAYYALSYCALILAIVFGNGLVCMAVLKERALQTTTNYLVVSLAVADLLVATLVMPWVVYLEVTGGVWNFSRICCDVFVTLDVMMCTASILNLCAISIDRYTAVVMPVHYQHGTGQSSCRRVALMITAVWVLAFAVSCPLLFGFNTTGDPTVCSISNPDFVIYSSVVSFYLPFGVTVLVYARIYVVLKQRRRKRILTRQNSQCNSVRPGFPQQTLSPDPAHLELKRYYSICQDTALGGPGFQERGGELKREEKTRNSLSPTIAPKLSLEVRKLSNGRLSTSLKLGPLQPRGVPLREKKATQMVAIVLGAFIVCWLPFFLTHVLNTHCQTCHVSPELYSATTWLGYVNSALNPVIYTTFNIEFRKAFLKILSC
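Cells expressing the human receptor were seeded at 1500 cells/well, incubated overnight at 37 degrees C in 5% CO2, then exposed to library compounds with dopamine controls for 90 minutes at 37 degrees C before luminescent detection.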
FUS yeast rescue = qHTS for Suppressors of FUS Proteinopathy: Primary screen using FUS-linked yeast assay; S. cerevisiae FUS-expressing, growth rescue, OD600, 24 h; Potency, µM (highest dose often 76.6 µM), inactives show at the highest dose growth rescue (activation), hits mostly activators; actives 0.24% (n = 390,000);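 further: potency means the concentration at half of the fitted maximal effect; plate controls were DMSO vehicle for no effect and reference control for full effect; nearly all actives have a fitted effect of over 55% in size; some results filed as inactive show a strong effect at the top dose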
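Restored growth of FUS-toxic S. cerevisiae, read as 600 nm absorbance after 24 h at 30C in galactose medium (starting OD 0.005). Controls CP55940 and DMSO.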
Abeta rescue = qHTS for compounds that reverse cellular toxicity of Amyloid beta (A-beta) peptide in yeast: Primary Screen | yeast expressing A-beta42, growth rescue, OD600, 48 h; response scale: 0% DMSO, 100% iron-clioquinol control | Potency, µM (series often up to 46.1 µM), for the others: at the highest dose growth rescue, actives largely listed as activators | actives 0.063% (n = 410,000) | AID 1347071, 2019; further: potency means the concentration at half of the fitted maximal effect; nearly all actives have a fitted effect of over 55% in size
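Yeast growth medium received pinned compounds, then yeast cells expressing toxic A-beta were added; plates incubated at 30 C for 48 hr. Growth read as absorbance at 600 nm, normalized to DMSO and equimolar FeCl3 plus clioquinol controls.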
Akt phos inh = HTS Assay for Inhibitors of Akt Phophorylation: Primary Screen. Neuro2A IGF-stimulated pAkt S473 HTRF, 20 min; active compounds read low. activity change, % for hits at 50 µM. actives 0.32% (n = 360,000). AID 651550, 2012; in the data active means activity change below about -80%; inconclusive means mostly about -51% to -80%; further: on the % scale 0 is the no-effect control and ±100 the full control effect
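Single-point screen (50 µM final compound) in Neuro2A cells stimulated 20 min with 6 nM IGF at 37 deg C. After lysis, Ser473-phosphorylated Akt read by HTRF (ex 330 nm, em 615/665 nm) as the 665/615 ratio.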
aSyn yeast inh = qHTS of alpha-syn Inhibitors; Yeast expressing alpha-synuclein, growth rescue, BacTiter-Glo, 24 h; Potency, µM (top dose mostly 46.1 µM), inactives show at the top dose growth rescue (activation), most hits filed as activators; actives 0.14% (n = 370,000); AID 652106, 2013; further: potency means the concentration at half of the fitted maximal effect; % of control where 0% means no effect; nearly all actives have a fitted effect of over 65% in size
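Screening used galactose-induced yeast with toxic alpha-synuclein levels, exposed to compound for 24 hr at 30 deg C. Cell growth, read with BacTiter-Glo luminescence, gave the measured signal.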
PTHR1 ag = qHTS for PTHR1 Agonists: Primary Screen. HEK293 GP2 PTHR1 cells, GloSensor cAMP luminescence, 1 h. AID 743266, 2014. Potency, µM (highest dose often 115 µM), inactives show at the top dose activation, most hits filed as activators. actives 0.075% (n = 410,000). Parathyroid hormone/parathyroid hormone-related peptide receptor (Homo sapiens), Q03431; further: potency means the concentration at half of the fitted maximal effect; nearly all actives have a fitted effect of over 55% in size; some results filed as inactive show a strong effect at the top dose; inactives centre near -15; many of its hits are not listed in these tables
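HEK-293-derived GP2 cells expressing PTHR1 and a GloSensor cAMP reporter, 3,000/well, plated overnight, given luciferin plus IBMX (each 0.5 mM as added) for 1 h at 37 °C, then compound for 1 h at 37 °C. Luminescence was read after 15 min at room temperature.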
GLP1R ag = qHTS of GLP-1 Receptor Agonists; actives 0.007% (n = 380,000); HEK293 GLP-1R CRE-luciferase, luminescence, 4-6 h; cells express a hypersensitive GLP-1R form; Potency, µM (titrated, usually from 45.6 µM), inactives show at the highest dose activation, actives largely listed as activators; Glucagon-like peptide 1 receptor (Homo sapiens), P43220; AID 624172, 2012; further: potency means the concentration at half of the fitted maximal effect; % of control where 0% means no effect
* = called active by the depositor; i = inactive; u = inconclusive; x = not tested or not shown; & = joins results of further samples; [ ] = dose if it differs, or a comment. Unless noted, the call rests on the fitted dose curve; in most records, active means well fitted curve in the direction sought with a large enough effect; inconclusive means small, poorly fitted or top-dose-only effect, or another doubt; inactive means no such curve, though single readings can be large; an effect the other way counts as inactive or inconclusive. These rows are one share of the data (hit frequency here may not be typical).

| Compound | GLP-1R inv ag | TDP43 rescue | D3 antag | FUS yeast rescue | Abeta rescue | Akt phos inh | aSyn yeast inh | PTHR1 ag | GLP1R ag |
| --- | --- | --- | --- | --- | --- | --- | --- | --- | --- |
| Cc1ccc(NC(=O)Cn2ncn3c(cc4ccccc43)c2=O)cc1F | -29%&-27% | 4%&5% | -1 | 7%&6% | 6%&-6% | i | 0% | i | -1% |
| O=C(CSc1nnc(CNC(=O)c2ccccc2)o1)NCc1ccco1 | 4% | 6% | 0 | 20% | 15% | i | -4% | i | -3% |
| CC(Cc1ccsc1)NC(=O)CCc1nnc(COc2ccccc2)o1 (stereo unspecified) | 7% | -15%[0.397 µM] | 2 | 13% | 11% | i | 3% | i | 18% |
| C(=N\Nc1nc(N2CCCC2)nc(N2CCCC2)n1)/c1ccccc1OCc1ccccc1 | u | -32%[inhibitor] | 23 | 29% | -11% | i | -5% | i | 9% |
| CCOC(=O)c1sc2nc(-c3ccco3)c3c(c2c1N)CC(C)(C)OC3 | 6% | u | 1 | x | u | i | u | -64%[inhibitor] | 5% |
| CCSCC1COC(c2cccn2Cc2ccc(C)cc2)=N1 (stereo unspecified) | u | 4% | -14 | 1% | 0% | i | 3% | -41%[inhibitor][57.5 µM] | 0% |
| COC(=O)C1OC(OC2CC[C@]3(C)C(CC[C@@]4(C)[C@@H]3CC=C3[C@@H]5CC(C)(C)CC[C@]5(C(=O)OC5OC(CO)C(O)C(O)C5O)CC[C@]34C)C2(C)C)C(O)C(O)C1O[C@H]1OCC(O)C(O)C1O (stereo partly specified) | -13% | -19% | -3 | u | 0% | i | -5% | 34% | -1% |
| CC(C)(C)OC(=O)N1CCC(c2c(C(=O)NCc3ccccn3)cnn2-c2ccccc2)CC1 | 11% | 10% | x | 24% | 1% | x | x | i | x |
| Cc1cccc(N2C(=O)/C(=C\c3ccc(OC(F)F)cc3)c3ccccc3C2=O)c1 | 12% | 2% | 9 | 6% | 3% | i | -70%[inhibitor] | -3% | -23% |
| Cc1cc(OCCCC(=O)NNC(=O)c2ccncc2)ccc1Cl | 14% | -17% | 0 | 1% | -4% | i | 7% | i | 0% |
| O=C(O)c1ccc(N2C(=O)c3ccccc3C2=O)cc1[N+](=O)[O-] | 14% | 0% | -23 | -3% | -5% | i | -2% | -12% | 2% |
| Cc1ccccc1C(=O)c1ccc2c(c1)n(C)c(=O)n2C | 49%[activator] | 4% | 11 | 32% | -13% | i | -7% | 12%[57.5 µM] | 12% |
| Cc1cc(Cl)ccc1OCc1n[nH]c(=S)n1C1CCCCC1 | u | -81%[inhibitor] | -64* | 30% | -94%[inhibitor] | i | 17% | i | -4% |
| CCOc1ccccc1Nc1nc2ccccc2[nH]1 | u | 1% | 4 | 10% | 0% | i | -3% | i | 0% |
| CCOC(=O)c1cnn(CCOC(=O)c2cccc(F)c2)c1NC(=O)c1cccc(F)c1 | -2% | 2% | 0 | u | 1% | i | 9% | i | 1% |
| COc1ccc(-n2c(=O)c3ccccc3n(Cc3cccc(C)c3)c2=O)cc1OC | 0% | 17% | 7 | 12% | 8% | i | 3% | i | 15% |
| O=S(=O)(NCc1cccs1)c1ccccc1Cl | -22% | 3% | -16 | -8% | 4% | i | -6% | -1% | 15% |
| COc1ccc(N2CC(NC(=O)c3cccs3)CC2=O)cc1OC (stereo unspecified) | 11% | 19% | x | 3% | -3% | x | x | 22% | 1% |
| Cc1ccc(-c2cc(-c3ccccc3Cl)c(C#N)c(N)n2)o1 | u | u | -10 | 65% | -19% | i | 4% | -21%[57.5 µM] | 1% |
| Cc1cc(/C=C(\C#N)C(=O)OCC(=O)NC(=O)NC(C)(C)C)c(C)n1CCC(C)C | u | -6% | 39 | 5% | 2%[9.22 µM] | i | -2% | i | -3% |
| Clc1ccc(C2=Nn3c(nnc3-c3n[nH]c4c3CCC4)SC2)cc1Cl | -26% | 35% | -16 | 41% | 0% | i | -8% | -20%[57.5 µM] | 15% |
| COC(=O)c1ccccc1Sc1c(/C=N/OCc2ccc(Cl)cc2)c(C(F)(F)F)nn1C | 1% | 13% | 11 | -4% | 16% | i | 2% | -32%[inhibitor][57.5 µM] | 4% |
| COc1ccc(C(=O)ON=C2c3ccccc3-c3ccccc32)cc1OC | 22% | 24% | u | x | 6% | i | 1% | -12% | -1% |
| CCCCc1nn2c(=O)cc(COC(=O)c3ccc(NC(=O)c4ccccc4C)cc3)nc2s1 | -20% | 6% | x | 8% | -18% | x | x | -39%[inhibitor] | x |
| CC(C)c1ccc(NC(=O)COC(=O)Cn2cnc3c2c(=O)n(C)c(=O)n3C)cc1 | -2% | 0% | 47 | -32% | 1% | i | 4% | -11% | -2% |
| O=C(CCC(=O)N/N=C/c1cc(Cl)cc(Cl)c1O)NCc1ccccc1 | -22%[7.66 µM] | 0%[9.22 µM] | -54* | 4% | -4% | i | 2% | -10% | 1% |
| CCOc1ncccc1C(=O)N=c1sccn1C | 0% | -15% | -20 | 7% | -23% | i | 0% | 25% | 6% |
| CN(C)CCCNC(=O)c1ccc2[nH]c3ccccc3c2c1 | -21% | 22% | -18 | x | -24% | i | 0% | i | -3% |
| CCOc1ccc(/C=N/NC(=S)NC2CC3CC2C2C=CCC32)cc1 (stereo unspecified) | u | 19% | 4 | -21% | u | i | 4% | -3% | 9% |
| CCOC(=O)C(C(=O)OCC)C(C)C#CCN1CCCCC1 (stereo unspecified) | -32% | 3% | 8 | 11% | 8% | i | -12% | 23%[57.5 µM] | -7% |
| CN(C)S(=O)(=O)N1CCN(c2ccnc3cc(Cl)ccc23)CC1 | 4% | 12% | -10 | -15% | -6% | i | 7% | -55%[inhibitor] | 6% |
| CC(SCC(=O)NC12CC3CC(CC(C3)C1)C2)C(=O)O (stereo unspecified) | 15% | 6% | 18 | x | 7% | i | 5% | -15% | 0% |
| CC(=O)c1ccccc1Oc1ncnc(N)c1[N+](=O)[O-] | 9% | 0% | -5 | -22% | -2% | i | 1% | -3% | -2% |
| CCN1C(=O)[C@@H]2[C@H](C1=O)[C@@H]1C(=O)Nc3ccccc3C(=O)N1[C@@H]2c1ccccc1 | 17% | -9% | -22 | 17% | -11% | i | -7% | -13% | 1% |
| Cc1ccc(CSc2ncnc3c2cnn3-c2ccccc2)cc1 | 1% | -4% | -7 | x | 5% | i | -1% | -21% | -14% |
| CCOc1cc(C(=O)OCC(=O)c2c(C)[nH]c3ccccc23)ccc1OCC(=O)N1CCOCC1 | -8% | 14% | 33 | 17% | 19% | i | -8% | i | -7% |
| CC(C)OCCCn1c(SCC(=O)c2ccccc2)nc2c(sc3ccccc32)c1=O | 10% | 23% | x | -2% | 9% | x | x | -17% | x |
| O=C(CSc1ccc(Cl)cc1)NCc1ccncc1 | 17% | 0% | 4 | -4% | -5% | i | -11% | i | 4% |
| Cc1c(C)c2ccc(OCC(=O)N3CC[C@@]4(O)CCCC[C@H]4C3)c(C)c2oc1=O | 16% | u | 19 | -7% | 0% | i | 1% | -1% | -1% |
| Cc1ccc(NC(=O)COC(=O)/C=C/c2c(C)nn(-c3ccc(F)cc3)c2Cl)cc1F | 24% | -1% | 10 | x | 7% | i | 0% | i | -3% |
| Cn1c(=O)c2c(ncn2CC(=O)N2CCc3ccccc3C2)n(C)c1=O | 13% | -27% | -27 | 21% | -2% | i | 0% | 0%[57.5 µM] | -17% |
| c1ccc(N2CCOCCOCCOCCOCC2)cc1 | -3% | -12% | -1 | -7% | -17% | i | 6% | -12% | 6% |
| CCc1[nH]nc(C(=O)NC2CCCc3c2cnn3-c2cc(C)cc(C)c2)c1C (stereo unspecified) | u | 16% | 17 | x | -27% | i | -22% | -2% | -2% |
| COc1ccc2nc(C(C)O)[nH]c2c1 (stereo unspecified) | 5% | -11% | -5 | -11% | -6% | i | -9% | -14% | 9% |
| O=C(NN=C1C2CC3CC(C2)CC1C3)c1cccc(S(=O)(=O)N2CCOCC2)c1 | 12% | -18% | 4 | -5% | -23% | i | -10% | i | 1% |
| Nc1nnnn1CC(=O)N/N=C/C=C/c1ccccc1 | 38% | -9% | 7 | 10% | 1% | i | -2% | i | 4% |
| COC(=O)[C@H](CCSC)NC(=O)NCCc1ccccc1F | 0% | 0% | -5 | 10% | 12% | i | 3% | -19%[57.5 µM] | -12% |
| O=C(c1ccc(Cl)nc1)c1cccs1 | 20% | 21% | 1 | -9% | 0% | i | -3% | -9% | 0% |
| CCc1ccc(S(=O)(=O)c2nnn3c2nc(NC2CCCC2)c2sccc23)cc1 | 50%[activator] | 7% | x | -23% | -1% | x | x | -24% | x |
| CC(=N/O)/C(C)=N\NC(=O)c1ccccn1 | 12% | -4% | 4 | -22% | -5% | i | -9% | 0% | 3% |
| COC(=O)c1[nH]c2ccccc2c1NC(=O)CCN1CCSCC1 | -1% | 13% | -57* | 14% | 18% | i | 6% | -4%[57.5 µM] | 1% |
| Cc1cccc(NC(=O)CSc2nnnn2C2CCCC2)c1 | u | -5% | -11 | 9% | 12% | i | 5% | i | 22% |
| O=C(COc1ccc(F)cc1F)Nc1cccnc1 | 25% | 24% | 6 | -12% | 6% | i | -6% | -10% | -4% |
